# Screening results deposited in PubChem BioAssay by several laboratories.
# P. falciparum M17LAP – P. falciparum M17LAP inhibitors, primary screen, biochemical, fluorogenic H-Leu-NHMec substrate, 1536-well (AID 1619) | inhibition, % at 30 µM, or IC50 in µM where a hit was titrated | recombinant M17LAP, H-Leu-NHMec fluorogenic kinetic assay; higher % means a stronger effect | 0.38% of 220,000 active;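 active = compound inhibiting the enzyme by more than half at any dose during confirmatory dose-response retesting; inconclusive = strong single-dose inhibitors picked by rank but not retested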;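 also: plate controls were full reaction with DMSO carrier for no effect and no enzyme background for full effect; strong numbers were not always called active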
# HEK293 NOD2/NF-kB – NOD2 signaling inhibitors, cell-based, luminescence, uHTS, HEK293 (AID 1566). HEK293 NOD2/NF-kB luciferase reporter, luminescence; higher % means a stronger effect. one-dose inhibition, % at 4 µM; EC50 in µM for titrated hits. 0.63% of 290,000 active; also: many of its hits are not listed in these tables
# Lipid droplet – modulators of hepatic lipid droplet formation; AML12 mouse hepatocytes, oleate lipid droplets, BODIPY imaging; inhibition, % at 6.5 µM; 0.4% of 240,000 active; AID 1656;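 active = lipid droplet intensity inhibited by at least 50%, with more than 500 cells counted; inconclusive = wells with under 300 cells, treated as cytotoxic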
#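 Material – AML12 mouse liver cells · Also added – oleate loading, 100 µM · Compound dosing – 6.5 µM single-point dosing · Times – overnight treatment with compound plus oleate · Measured by – fluorescence imaging, 20x objective, two fields per well · Read-out – percent inhibition of filter-corrected integrated lipid droplet intensity per well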
# AID2073 – inhibitors of Mint1-CaV2.2 protein interaction, biochemical, HTRF (AID 2073) | HTRF protein-protein interaction, Mint1-CaV2.2; higher % means a stronger effect | 0.19% of 290,000 active | inhibition, % at 20 µM, or IC50 in µM where a hit was titrated; in the data active = inhibition mostly above about 51%, no sharp cut-off; inconclusive = no clear call, values can overlap the other calls; inactive = mostly below about 53%; also: some results filed as inactive read as strong as hits
# ER stress rescue – protection against thapsigargin-triggered cell killing – 384-well, CSM14.1, ATP luminescence, primary screen (AID 1222); CSM14.1 thapsigargin-induced death rescue, ATP luminescence; higher % means a stronger effect; cellular ATP content (survival), % at 20 µM, or EC50 in µM where a hit was titrated; 190,000 tested, under 10 active;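 active = EC50 below 50 µM in the dose-response confirmation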;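 also: death triggered by thapsigargin at about 15 µM added after 2 h compound pretreatment; cell ATP read after overnight thapsigargin exposure of roughly 18 to 22 hours; normalized against plate controls of thapsigargin alone and 5% DMSO vehicle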
# M1AAP inhibition – malaria alanyl aminopeptidase activity blockers – biochemical, fluorogenic H-Leu-NHMec substrate, 1536-well (AID 1445). recombinant M1AAP, H-Leu-NHMec fluorogenic kinetic assay; higher % means a stronger effect. one-dose inhibition, % at 30 µM; IC50 in µM for titrated hits. 0.42% of 220,000 active;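 active = primary inhibition above the hit cutoff, then over 50% inhibition at one or more dose response concentrations, cut at about 23% in these data, passing the limit was not always enough; inconclusive = conflicting primary data, or primary hits not chosen for dose response; inactive = low primary inhibition, or under 50% at every dose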;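 also: plate controls were DMSO full reaction for no effect and no enzyme background for full effect; strong numbers were not always called active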
# SIAH1 antagonists – Siah-1 peptide-binding antagonists, primary screen, biochemical, fluorescence polarization, rhodamine-plectin, uHTS (AID 1817). displacement, % at 20 µM, or IC50 in µM where a hit was titrated. Siah-1 / rhodamine-plectin peptide fluorescence polarization; higher % means a stronger effect. 0.02% of 290,000 active;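 active = displacement of at least 50% at 20 µM, with a fluorescence ratio check between 0.3 and a set limit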;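 also: plate controls were Siah plus tracer with DMSO for no effect and tracer alone without Siah for full effect; strong numbers were not always called active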
# LYP inhibition – inhibitors of LYP phosphatase, biochemical, fluorescence intensity, uHTS (AID 1779) | recombinant LYP phosphatase, fluorescence intensity; higher % means a stronger effect | one-dose inhibition, % at 11.5 µM; IC50 in µM for titrated hits | 0.054% of 290,000 active;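 also: plate controls were vehicle with enzyme for no effect and no enzyme for full effect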
# XIAP displacement – XIAP antagonists, biochemical, IAP family, fluorescence polarization (AID 1018). XIAP BIR domain, fluorescence polarization peptide displacement; higher % means a stronger effect. displacement, % at 20 µM; hits with a dose series show IC50 in µM. 0.007% of 200,000 active; in the data active = displacement above about 50%; also: a part of the inactive calls stands beside numbers as strong as those of hits
# Lipid droplet cells 6.5 µM – further read-out of Lipid droplet, marked with its call; cell count; measured here: cell count, cytotoxicity flag;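 cells counted across two imaged fields per well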
# An asterisk follows results filed as active; u = inconclusive; x = not tested or not shown. Rule as the data show it, unless noted: active = inhibition above about 50%; inactive = the rest. These rows are one share of the data; rates above refer to the full screens.
SMILES,P. falciparum M17LAP,HEK293 NOD2/NF-kB,Lipid droplet,Lipid droplet cells 6.5 µM,AID2073,ER stress rescue,M1AAP inhibition,SIAH1 antagonists,LYP inhibition,XIAP displacement
O=C(N/N=C/c1ccncc1)C1CC1C(=O)N/N=C/c1ccncc1 (stereo unspecified),2.0%,-0.4%,2.9,670,9.9%,0.0%,9.3%,3.9%,-8.5%,-9.4%
CCN(CC)CCn1c(=S)[nH]c2cc(C(=O)NCc3ccc(C)cc3)ccc2c1=O,x,10.7%,12.0,717,-3.3%,x,x,1.0%,-3.5%,x
CCOc1ccc(C(C)NC(=O)C2CCCC2)cc1 (stereo unspecified),-0.5%,9.3%,-1.8,675,5.9%,-0.6%,5.0%,0.4%,-7.3%,-6.7%
CC(C)Sc1nc2c(c(=O)n(C)c(=O)n2C)n1Cc1ccc(Cl)cc1,3.0%,6.2%,-3.7,692,u,x,6.6%,0.4%,1.2%,-4.2%
CCOc1ccc(OCC)c(NC(=O)CSc2nnc(-c3cccnc3)o2)c1,11.2%,-3.0%,2.7,730,-1.5%,-0.9%,2.1%,0.6%,-1.1%,-2.3%
O=S(=O)(c1ccccc1)N1CCC2(CC1)OCCO2,-0.4%,-11.4%,0.5,629,-3.0%,-1.3%,-0.6%,4.9%,5.0%,-7.2%
Cc1ccc(C)c(Cn2cnc3c(oc4ccccc43)c2=O)c1,7.3%,-4.7%,2.6,730,-1.8%,-0.7%,2.5%,6.0%,-7.6%,-5.3%
OC(CNCCNc1ncccc1C(F)(F)F)Cn1ccc2ccccc21 (stereo unspecified),-6.9%,2.4%,5.4,700,11.9%,x,-4.9%,1.5%,-0.5%,x
COc1ccc(CCNC(=O)c2cc3ccccc3oc2=O)cc1,x,5.5%,-0.3,800,6.1%,x,x,0.2%,-4.9%,x
N#Cc1ccccc1NC(=S)Nc1ccc(F)cc1,x,21.1%,19.9,738,-10.5%,-0.9%,x,-0.6%,-4.2%,-3.8%
CN(C)c1cc(NC(=O)CN2CCCC2)c2ccccc2n1,-4.1%,15.9%,x,x,5.4%,x,1.8%,4.5%,-7.2%,x
O=C(CN1C(=O)C2C3C=CC(C3)C2C1=O)NCc1ccco1 (stereo unspecified),12.3%,-0.2%,-7.0,797,8.4%,-1.9%,-9.1%,0.5%,-9.0%,-10.0%
CN1C(=S)SC(N(O)C(=O)Nc2cccc3ccccc23)C1(C)C (stereo unspecified),1.4%,8.2%,x,x,-41.8%,0.4%,7.9%,7.5%,-6.8%,-0.5%
Cc1ccc(C(=O)N/C(=C\c2ccco2)C(=O)NCCCn2ccnc2)cc1,9.1%,-4.1%,-27.2,613,0.3%,-2.2%,5.9%,-2.8%,1.3%,-8.0%
O=C1COc2ccc(C(=O)c3ccccc3)cc2CN1,-2.0%,9.2%,9.5,718,-2.8%,-0.2%,2.2%,0.4%,-5.5%,-0.5%
CCOc1ccccc1NC1c2ccccc2C(=O)N1c1ccc(C)cn1 (stereo unspecified),0.3%,2.0%,x,x,2.6%,-0.4%,7.5%,1.1%,-4.7%,-2.3%
Cc1[nH]n(-c2ccccc2)c(=O)c1/C=N/N1CCOCC1,-6.7%,20.4%,20.7,680,-12.2%,x,1.7%,7.3%,-5.2%,x
O=C(Cn1cnc2cc([N+](=O)[O-])ccc2c1=O)Nc1cccc(S(=O)(=O)N2CCOCC2)c1,-12.1%,18.4%,1.5,703,59.4%,-1.2%,7.9%,-2.7%,-4.1%,-6.8%
COc1cccc(-c2cc(C(F)(F)F)c(C#N)c(=O)[nH]2)c1,-146.7%,9.2%,3.2,698,12.3%,-0.7%,22.6%,-4.2%,-12.0%,-4.3%
O=C(N/N=C/c1cccc(Oc2ccccc2)c1)c1ccccc1F,x,-23.6%,-23.0,811,15.2%,x,x,1.4%,-3.9%,x
CC1CCc2c(sc3nc(CSc4nnnn4C)[nH]c(=O)c23)C1 (stereo unspecified),2.0%,-6.6%,-1.7,722,4.9%,x,3.8%,-1.4%,2.0%,x
COc1ccc(CNC(=O)c2ccc(N(C)S(=O)(=O)c3ccc(C)cc3)cc2)cc1,x,5.5%,39.1,759,13.9%,x,x,0.5%,-1.2%,x
CC1CCc2c(nc3ncnn3c2NCCN(C)C)C1 (stereo unspecified),2.1%,12.2%,-0.8,726,-8.5%,-1.2%,1.2%,-4.1%,-8.6%,-5.3%
CC(=O)c1ccc(N2CCN(C(=O)/C=C/c3ccc(S(=O)(=O)N4CCOCC4)cc3)CC2)cc1,4.5%,4.1%,6.8,757,-3.6%,0.4%,5.8%,1.9%,-1.7%,-4.5%
CC(C)C(=O)Nc1cccc(NC(=O)c2ccc([N+](=O)[O-])cc2Cl)c1,3.8%,18.0%,2.0,696,-1.4%,-1.0%,0.6%,1.7%,-6.0%,-5.3%

# Next part
SMILES,P. falciparum M17LAP,HEK293 NOD2/NF-kB,Lipid droplet,Lipid droplet cells 6.5 µM,AID2073,ER stress rescue,M1AAP inhibition,SIAH1 antagonists,LYP inhibition,XIAP displacement
Cc1cc(F)ccc1S(=O)(=O)N1CCCOC1CNC(=O)C(=O)NC1CCCCC1 (stereo unspecified),x,2.9%,22.7,637,-4.9%,x,x,-1.8%,-2.4%,x
O=C1C2C3C=CC(CO)(O3)C2C(=O)N1c1ccc(-c2ccccc2)cc1 (stereo unspecified),x,-7.7%,x,x,17.0%,-1.2%,x,-2.8%,4.4%,-6.1%
O=C(Nc1ccc2oc(-c3cccnc3)nc2c1)c1cc2ccccc2o1,-9.5%,19.0%,x,x,24.3%,3.0%,2.8%,-5.8%,-10.3%,-4.6%
CC(C)=CC(=O)OCC(=O)Nc1ccc(Cl)cc1,-3.2%,-22.0%,-6.5,480,-5.0%,-2.5%,-1.2%,0.7%,-5.9%,-9.3%
CC(OC(=O)Cc1coc2cc3c(cc12)CCC3)C(=O)NCc1ccc2c(c1)OCO2 (stereo unspecified),33.0%,-23.7%,32.9,709,1.6%,-1.7%,-7.2%,0.9%,4.2%,-4.5%
CCn1ncc(C2=NOC(C(=O)Nc3c(C)n(C)n(-c4ccccc4)c3=O)C2)c1C (stereo unspecified),7.0%,21.5%,x,x,-0.2%,0.4%,3.1%,-3.6%,-8.1%,-2.4%
NS(=O)(=O)c1ccc(CNC(=O)/C=C/c2cccc(Cl)c2)cc1,13.5%,-1.7%,14.5,697,-3.9%,1.2%,8.7%,16.3%,-5.9%,3.2%
O=c1[nH]c(C2CCN(S(=O)(=O)c3ccc4c(c3)OCCO4)CC2)nc2c1nnn2Cc1cccc(F)c1,x,36.9%,-0.2,825,18.8%,x,x,3.3%,1.0%,x
CC(C)(C)NC(=O)COC(=O)c1cncc(Br)c1,1.1%,7.2%,x,x,-4.1%,0.2%,2.9%,-2.7%,3.2%,-0.1%
CCOC(=O)N1CCN(c2nc3c(c(=O)[nH]c(=O)n3C)n2Cc2ccccc2Cl)CC1,4.8%,-1.4%,x,x,12.1%,2.8%,4.2%,-0.3%,-2.0%,-9.5%
COc1ccc(CC(=O)Nc2ccc(NC(=O)c3ccc(Br)cc3)cc2)cc1OC,x,-35.4%,8.2,806,53.1%,x,x,-2.9%,-4.6%,x
COCCN1CC(C(=O)NCc2ncccc2C)CCC1=O (stereo unspecified),x,8.3%,15.1,660,-0.6%,x,x,-1.0%,-8.0%,x
COc1ccc(-c2cc(C(=O)OCC(=O)c3ccc(C)c([N+](=O)[O-])c3)c3ccccc3n2)cc1,-0.2%,-1.1%,17.9,655,17.4%,-4.9%,-3.9%,5.9%,-7.3%,-7.9%
Cc1cc(=O)oc2cc(NC(=O)c3ccc(OC(F)F)cc3)ccc12,x,-30.2%,-0.6,809,37.4%,x,x,18.0%,-3.5%,x
CC(=O)c1ccc(N2CCCCCC2)c(F)c1,5.1%,-8.1%,x,x,-3.1%,-0.2%,17.2%,-2.4%,-7.8%,1.8%
CC(C)c1ccc(C(=O)N2CCN(c3cnn(C)c(=O)c3Cl)CC2)cc1,1.2%,-6.4%,2.9,720,-0.7%,3.3%,2.4%,3.1%,-2.3%,-2.3%
O=C(CSc1ncn[nH]1)N1c2ccccc2Sc2ccccc21,5.8%,-0.9%,-10.3,634,3.0%,x,5.4%,15.2%,-5.1%,x
Cc1cc(C)c(NC(=O)c2ccc[n+](Cc3ccc([N+](=O)[O-])cc3)c2)c(C)c1,5.0%,6.8%,0.2,634,-0.6%,1.6%,-1.3%,-4.4%,-3.0%,-5.1%
CCn1c(CCCOc2ccc(Cl)cc2Cl)nnc1SCC(=O)Nc1cc(F)ccc1C,4.3%,-8.6%,-29.1,644,-3.1%,-1.0%,2.8%,-3.2%,1.8%,-3.5%
O=C(O)c1sc2cc(C(F)(F)F)cnc2c1-c1cccs1,6.8%,21.2%,0.3,688,0.3%,x,3.1%,-0.9%,-1.4%,-2.4%
Cc1ccc2nc3c(cc2c1)c(NC(=O)c1ccccn1)nn3CC(C)C,-11.2%,-6.1%,9.6,764,14.7%,-1.7%,3.9%,-0.9%,7.4%,-8.3%
O=C(O)CC(NC(=O)Cc1ccccc1)c1ccccc1 (stereo unspecified),x,1.7%,-11.0,816,-7.3%,x,x,4.2%,-9.8%,x
CCOC(=O)C1CCN(S(=O)(=O)c2ccccc2)CC1,x,12.5%,31.4,665,-5.5%,x,x,2.4%,-3.2%,x

# Two entries from above in a different format.
Cc1cc(C)c(NC(=O)c2ccc[n+](Cc3ccc([N+](=O)[O-])cc3)c2)c(C)c1
  P. falciparum M17LAP: 5.0%
  HEK293 NOD2/NF-kB: 6.8%
  Lipid droplet: 0.2
  Lipid droplet cells 6.5 µM: 634
  AID2073: -0.6%
  ER stress rescue: 1.6%
  M1AAP inhibition: -1.3%
  SIAH1 antagonists: -4.4%
  LYP inhibition: -3.0%
  XIAP displacement: -5.1%

COc1ccc(CC(=O)Nc2ccc(NC(=O)c3ccc(Br)cc3)cc2)cc1OC
  P. falciparum M17LAP: x
  HEK293 NOD2/NF-kB: -35.4%
  Lipid droplet: 8.2
  Lipid droplet cells 6.5 µM: 806
  AID2073: 53.1%
  ER stress rescue: x
  M1AAP inhibition: x
  SIAH1 antagonists: -2.9%
  LYP inhibition: -4.6%
  XIAP displacement: x

# Whole records as entered above. Screens in order: P. falciparum M17LAP | HEK293 NOD2/NF-kB | Lipid droplet | Lipid droplet cells 6.5 µM | AID2073 | ER stress rescue | M1AAP inhibition | SIAH1 antagonists | LYP inhibition | XIAP displacement
# Results for `O=c1[nH]c(C2CCN(S(=O)(=O)c3ccc4c(c3)OCCO4)CC2)nc2c1nnn2Cc1cccc(F)c1` → x | 36.9% | -0.2 | 825 | 18.8% | x | x | 3.3% | 1.0% | x
# Results for `CC(=O)c1ccc(N2CCCCCC2)c(F)c1` → 5.1% | -8.1% | x | x | -3.1% | -0.2% | 17.2% | -2.4% | -7.8% | 1.8%
